LMNA splice mod: qHTS Assay for Modulators of Lamin A Splicing. HeLa LMNA splicing GFP/RFP minigene ratio, 48 h. hit rate 0.01% among 200,000. Potency, µM (highest dose often 46.1 µM), inactives show at the highest dose ratio change, negative = inhibition, most hits filed as inhibitors; active = well fitted inhibition curve with a large enough effect in the signal ratio, with a control signal flat, not every such curve was filed as active; inconclusive = small, poorly fitted or top-dose-only effect, or effect the other way, or a change in a side signal; the % refers to the signal ratio; also: potency is read from the fitted curve at half-maximal effect; % is scaled to controls: 0 for no effect and ±100 for the full control effect
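Read-out is the ratio of GFP to DsRed2 object intensity, acquired by 488 nm laser-scanning cytometry on HeLa lamin A-EGFP minigene reporter cells. Compound incubation 48 hrs at 37 °C in Opti-MEM with 2% FBS; DMSO 0.5% final.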
HTT aggregate: qHTS Multiplex Assay to Identify Dual Action Probes in a Cell Model of Huntington: Aggregate Formation (GFP) | PC12 HttQ103-GFP aggregates, Acumen cytometry, 40 h | Potency, µM (doses to about 46.1 µM), without a hit: at the top dose activity change, negative = inhibition, usual class: inhibitors | hit rate 1.1% among 220,000; also: potency is read from the fitted curve at half-maximal effect; % is scaled to controls: 0 for no effect and ±100 for the full control effect; nearly all actives have a fitted effect of over 60% in size
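Compounds (qHTS titration) were added to PC12 cells expressing an ecdysone-driven HTT exon 1 Q103–GFP fusion after induction with 100 nM tebufenozide. Aggregate formation was measured as GFP objects in cell lysates.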
CBFb-RUNX1 inh: qHTS Assay for Compounds Blocking the Interaction Between CBF-beta and RUNX1 for the Treatment of Acute Myeloid Leukemia; Potency, µM (doses to about 59.8 µM), for inactives: top-dose activity, negative = inhibition, most hits filed as inhibitors; 230,000 tested, under 10 active; AlphaScreen CBFb-His/RUNX1-biotin binding, biochemical; also: % of control where 0% means no effect
Target sequence (Q01196 whole entry, looked up): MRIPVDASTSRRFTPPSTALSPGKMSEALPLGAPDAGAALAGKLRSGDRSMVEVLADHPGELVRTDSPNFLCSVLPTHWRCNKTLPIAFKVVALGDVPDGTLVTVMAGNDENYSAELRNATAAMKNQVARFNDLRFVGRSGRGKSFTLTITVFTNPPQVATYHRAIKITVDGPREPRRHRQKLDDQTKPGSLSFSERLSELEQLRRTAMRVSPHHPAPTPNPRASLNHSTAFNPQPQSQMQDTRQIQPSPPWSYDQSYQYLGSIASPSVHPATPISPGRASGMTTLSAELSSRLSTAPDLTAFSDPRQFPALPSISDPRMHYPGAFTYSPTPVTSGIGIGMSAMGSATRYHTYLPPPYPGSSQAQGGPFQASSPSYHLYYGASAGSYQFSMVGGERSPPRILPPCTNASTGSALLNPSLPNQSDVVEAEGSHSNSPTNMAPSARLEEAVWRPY
Target sequence (Q13951 whole entry, looked up): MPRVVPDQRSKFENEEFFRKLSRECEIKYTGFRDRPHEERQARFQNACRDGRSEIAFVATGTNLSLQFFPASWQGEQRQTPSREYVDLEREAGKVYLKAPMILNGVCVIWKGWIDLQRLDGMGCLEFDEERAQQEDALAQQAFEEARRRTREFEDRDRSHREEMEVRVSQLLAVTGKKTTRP
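Read-out: AlphaScreen. Format: His-CBF-beta with biotinylated RUNX1 (30 nM each) preincubated 20 min, compound 15 min, Ni-chelate plus streptavidin beads 90 min; room temperature throughout.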
IMPase Li inh: qHTS Assay for Identifying the Cell-Membrane Permeable IMPase Inhibitors: Potentiation with Lithium; CHO-M1 cells, IP1 TR-FRET (IP-One), carbachol + lithium; Potency, µM (series often up to 59.4 µM), inactives show top-dose activity, negative = IMPase inhibition, most hits filed as inhibitors; hit rate 0.35% among 210,000; AID 1457, 2008;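 also: IP1 builds up when IMPase is blocked and the TR-FRET signal falls; potency is read from the fitted curve at half-maximal effect; plate controls were basal vehicle for no effect and high inhibitor control for full effect; nearly all actives have a fitted effect of over 50% in size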
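Steps: plate 2000 CHO-M1 cells per well and culture 16–30 h; add compound and lithium; incubate 30 min, 37C; add d2-IP1 tracer and Eu cryptate anti-IP1 antibody in lysis buffer; read after 10 min at room temperature.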
Luc counter: Counterscreen for Luciferase (Kinase-Glo TM) Inhibition. AID 1379, 2008. Kinase-Glo luciferase, ATP luminescence, 8 min. Potency, µM (top dose mostly 38.3 µM), for the others: at the highest dose activity change, negative = inhibition, actives largely listed as inhibitors. Luciferin 4-monooxygenase (Photuris pensylvanica), Q27757. hit rate 0.28% among 200,000; also: potency is read from the fitted curve at half-maximal effect; % is scaled to controls: 0 for no effect and ±100 for the full control effect; nearly all actives have a fitted effect of over 60% in size
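Inhibition of Kinase-Glo luciferase light generation was assessed at 10 uM ATP in pH 7.2 imidazole buffer, with luminescence measured after eight minutes at ambient temperature.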
HTT ATP protect: qHTS Multiplex Assay to Identify Dual Action Probes in a Cell Model of Huntington: Cytoprotection (ATP) | hit rate 0.14% among 230,000 | Potency, µM (doses to about 56.4 µM), inactives show cytoprotection (ATP increase), usual class: activators | PC12 HTT-Q103 induced, cytoprotection, ATP luminescence, 40 h;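 also: potency is read from the fitted curve at half-maximal effect; % of control where 0% means no effect; nearly all actives have a fitted effect of over 45% in size; toxic huntingtin expression switched on by the ecdysone agonist tebufenozide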
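PC12 cells with ecdysone-inducible HTT exon 1 Q103-GFP, induced with 100 nM tebufenozide and co-treated with library compounds in a dose series (1536-well, 1500 cells/well). Cytoprotection read as ATP content by ATPlite luminescence.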
SMN2 splice enh: qHTS Assay for Enhancers of SMN2 Splice Variant Expression; HEK293 SMN2-luciferase splicing reporter, luminescence, 30-36 h; Potency, µM (doses to about 46.1 µM), inactives show top-dose activity change, positive = activation, most hits filed as activators; hit rate 2.8% among 210,000; also: potency is read from the fitted curve at half-maximal effect; % of control where 0% means no effect; nearly all actives have a fitted effect of over 55% in size
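HEK293 cells carry an SMN2 […]–luciferase reporter in which exon 7 inclusion puts luciferase in frame. Cells were plated 10-12 h before compound addition, then incubated 30-36 h at 37C. ONE-Glo luminescence was read; sodium butyrate at 4.5 mM final served as control.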
Numbers without * were called inactive; u = inconclusive; x = not tested or not shown; [ ] = another dose, or the depositor's remark. Unless noted, calls follow the shape of the dose curve; as a rule, active = well fitted curve in the direction sought with a large enough effect; inconclusive = small, poorly fitted or top-dose-only effect, or another doubt; inactive = no such curve, though single readings can be large; an effect the other way counts as inactive or inconclusive.

Below each compound – LMNA splice mod	HTT aggregate	CBFb-RUNX1 inh	IMPase Li inh	Luc counter	HTT ATP protect	SMN2 splice enh
- O=C(Oc1c(CN2CCOCC2)cc(Cl)c2cccnc12)c1ccccc1Cl
  u	u	-27%	19%	-2%	-120%[inhibitor]	-74%[inhibitor]
- CC1(C)CC2(C)OC(=N)C1(C#N)C2(C#N)C#N (centres undefined)
  x	9%[9.22 µM]	1%	x	x	-10%[10 µM]	x
- COC(=O)c1cccc(C(=O)Nc2ccc(C)cc2)n1
  -2%	12%	4%	8%[38.3 µM]	-20%	-59%[inhibitor]	-4%
- O=C1C(=Nc2cccc(Cl)c2)CC(c2ccc(Cl)cc2)N1c1cccc(Cl)c1 (centres undefined)
  x	14%[9.22 µM]	6%	x	x	43%[10 µM]	x
- O=C1CCCC/C1=C/Nc1ccc(C(=O)O)cc1
  9%	-3%	-2%	17%[38.3 µM]	-15%	0%	-27%
- CCN(CC)S(=O)(=O)c1ccc(Nc2ccc(-c3ccc4c(c3)OCCO4)nn2)cc1
  8%	2%	-1%	7%[38.3 µM]	-4%	-17%	-14%
- Cn1cnc([N+](=O)[O-])c1Sc1nc2ccccc2[nH]1
  x	15%[9.22 µM]	8%	x	x	-3%[10 µM]	x
- COc1ccc(-n2ncc3c(=O)n(CC(=O)N4CCCc5ccccc54)cnc32)cc1
  9%	-15%	-14%	-1%[38.3 µM]	0%	-28%	-10%
- O=C(c1ccco1)N1CCC2(CCCN(C(c3ccccc3)c3ccccc3)C2)CC1
  x	x	x	29%	1%	16%	-16%
- O=C(CC1C(=O)NCCN1CC1CCCCC1)NCc1ccc(F)cc1F (centres undefined)
  4%[46 µM]	-5%[9.22 µM]	-5%	7%	-4%	2%[10 µM]	x
- COc1ccccc1/C(C)=N/NC(=S)NCc1ccccc1
  u	-5%	-19%	4%	0%	14%	-3%
- Fc1ccc(NCc2cn3ccccc3n2)cc1
  6%	4%[9.22 µM]	2%	9%[38.3 µM]	11µM*	-11%	u
- c1cncc(-c2nc(N3CCNCC3)c3ccccc3n2)c1
  11%	x	x	2%	x	-21%	x
- Cc1ccc(C(=O)Nc2cccc(S(=O)(=O)N3CCOCC3)c2)cc1[N+](=O)[O-]
  x	1%[9.22 µM]	-5%	x	x	-5%[10 µM]	x
- CCOc1ccc(NC(=O)Cc2ccccc2)c([N+](=O)[O-])c1
  -10%	-2%	-22%	3%	-1%	8%[10 µM]	1%
- CC(/C=C/c1ccccc1)=N/O
  8%	0%	7%	-8%[38.3 µM]	-2%	-6%	-8%
- Cc1ccc(-c2nn(C)c(=O)c3ccccc23)cc1CNS(C)(=O)=O
  0%	u	12%	19%[38.3 µM]	2%	-6%	25%
- c1ccc(-c2nc(NCCCn3ccnc3)c3ccccc3n2)cc1
  x	-8%	-14%	3%	0%	-47%[inhibitor]	9%
- COc1ccc(/C=C2\CCCC3C2=NN(C(=O)c2scnc2C)C3c2ccc(OC)cc2)cc1 (centres undefined)
  -18%	-18%	2%	32%[38.3 µM]	-2%	-34%	-8%
- CN1CCN(CCOc2cccc(Cl)c2)CC1
  4%	7%	-1%	-4%[38.3 µM]	2%	-32%	0%

Below each compound – LMNA splice mod	HTT aggregate	CBFb-RUNX1 inh	IMPase Li inh	Luc counter	HTT ATP protect	SMN2 splice enh
- O=C(CNc1ccccc1)N/N=C/c1c[nH]c2ccccc12
  -14%	2%	-4%	-2%	3%	14%[10 µM]	-28%
- Cc1ccc(SCC(=O)Nc2ccc(N3CCN(C)CC3)c(F)c2)cc1
  7%	17%	4%	20%[38.3 µM]	-3%	-33%	10%
- Cc1nc2c3cc(F)ccc3n(Cc3ccc(F)cc3)c2s1
  -27%	-18%	-12%	11%	-1%	-12%[10 µM]	4%
- CCOc1ccccc1N(CC(=O)Nc1ccccc1C(=O)O)S(C)(=O)=O
  -1%	5%	6%	0%	6%	-3%	5%
- O=C(NCc1cccnc1)c1ccccc1-c1nc(-c2ccccc2)no1
  x	-24%	-4%	8%	-14%	-68%[inhibitor]	x
- CCSc1nc2nn(-c3ccccc3)c(=O)c-2c2n1CCCCC2
  2%	-1%	8%	51%[activator][38.3 µM]	16%	1%	15%
- COc1ccc(Cn2nnnc2C(c2ccc(N(C)C)cc2)N2CCC(C)CC2)cc1 (centres undefined)
  6%	5%	11%	5%[38.3 µM]	-3%	-11%[10 µM]	-8%
- O=S(=O)(Nc1ccc(Cc2ccncc2)cc1)c1cccs1
  14%	-32%	2%	25%[38.3 µM]	-3%	-18%	-24%
- Cc1nc(SCC(=O)c2ccc(Cl)cc2)c([N+](=O)[O-])[nH]1
  2%	-8%	-1%	6%[38.3 µM]	-4%	-23%	3%
- CN(C)CCOC(=O)C12CC3(C)CC(C)(CC(C)(C3)C1)C2
  -3%	6%	3%	31%[activator][38.3 µM]	-4%	9%	u
- Nc1ncn(CC(=O)c2ccccc2)n1
  10%[46 µM]	11%	2%	8%	0%	5%[10 µM]	-5%
- COc1c(Cl)cc(C(=O)NN)cc1Cl
  x	-28%	-2%	3%	2%	-164%[inhibitor]	x
- COc1ccc(C(=O)N(Cc2ccccc2)Cc2cc3cc4c(cc3[nH]c2=O)OCCO4)cc1
  u	12%	1%	1%[38.3 µM]	0%	-17%	-3%
- CCC(=O)OCc1cc2cccc(C)c2[nH]c1=O
  9%	23%	-1%	-9%[38.3 µM]	8%	0%	8%
- CCSc1nc2ccccc2n1Cc1cccc([N+](=O)[O-])c1
  5%	-11%	8%	13%[38.3 µM]	1%	4%	-28%
- CNC(=O)c1ccsc1NC(=O)c1ccccc1
  x	1%[9.22 µM]	10%	x	x	11%[10 µM]	x
- CC(C)N1C(=S)SC2CS(=O)(=O)C=C21 (centres undefined)
  -2%	-5%	2%	34%[38.3 µM]	2%	19%	19%
- CCOc1c2ccc(C(=O)NCCc3ccc(C)cc3)cc2nn1CC
  4%	15%	4%	1%[38.3 µM]	-7%	10%	-29%
- CCCC(=O)Nc1ccc(C=C(C(C)=O)C(C)=O)cc1
  x	16%[9.22 µM]	-1%	x	x	16%[10 µM]	x
- COC(=O)c1cccc(NC(=O)CC2NCCNC2=O)c1 (centres undefined)
  x	-14%[9.22 µM]	0%	x	x	4%[10 µM]	x

Below each compound – LMNA splice mod	HTT aggregate	CBFb-RUNX1 inh	IMPase Li inh	Luc counter	HTT ATP protect	SMN2 splice enh
- Cc1nc2c(C)cccc2cc1C(=O)N/N=C/c1ccc(C(=O)O)cc1
  16%[46 µM]	x	3%	-5%	-4%	x	3%
- CCCCN(C)CCCNC(=O)CC1Oc2ccccc2NC1=O (centres undefined)
  -13%	18%	2%	7%	1%	1%	-11%
- COc1cc(/C=C2\SC(=S)N(Nc3ncc(C(F)(F)F)cc3Cl)C2=O)cc(OC)c1OC
  27%	1%	-15%	16%[38.3 µM]	-6%	-2%	-1%
- C=CCN(CC(=O)NCc1ccccc1)C(=O)c1csnn1
  0%	-15%	3%	-1%[38.3 µM]	-3%	-10%[10 µM]	-11%
- CC(C)NC(=O)N(Cc1ccc(Cl)cc1)Cc1cccs1
  x	10%[9.22 µM]	6%	x	x	-7%[10 µM]	x
- OCCNc1nc(-c2ccccc2)c2ccccc2n1
  2%	7%	1%	0%[38.3 µM]	-4%	-4%	-6%
- COc1nnc(-c2ccc(N3CCCCC3)c(NC(=O)C3CCCCC3)c2)c2ccccc12
  -6%	-10%	1%	31%[activator][38.3 µM]	-6%	-3%	-51%[inhibitor]
- O=C(NC(=S)NNC(=O)c1ccccc1O)c1ccco1
  u	u	x	6%	-3%	14%[10 µM]	-9%
- CCCC(=O)Nc1sc(C(=O)OC)c(C)c1C(N)=O
  -1%	-11%	4%	x	x	-18%	x
- Cc1nc(CN(C)C(=O)c2cc(COc3ccc4ncccc4c3)on2)cs1
  7%[46 µM]	x	3%	24%	0%	x	-51%[inhibitor]
- COc1cc(CCC(=O)OCC(=O)Nc2c(C)cc(C)cc2C)cc(OC)c1OC
  -1%	-3%	5%	0%	-2%	-1%[10 µM]	2%
- Cc1c(C)n(C(=O)CN2CCC(C(N)=O)CC2)c2ccccc12
  12%	15%	-6%	-13%[38.3 µM]	-3%	-3%	5%
- Cc1ccc(NNC(=O)c2c(C)noc2C)cc1Cl
  u	6%[9.22 µM]	6%	x	x	-6%[10 µM]	x
- COc1ccccc1CC(=O)N1CCCC(CCC(=O)NCc2ccccc2F)C1 (centres undefined)
  x	-5%[9.22 µM]	10%	x	x	-1%[10 µM]	x
- O=C(CN1C(=O)c2ccccc2S1(=O)=O)N1CCc2ccccc2C1
  5%	13%	-11%	-2%[38.3 µM]	-3%	-26%	-26%
- Cc1ccc(OCC(=O)N/N=C/c2cccn2C)cc1
  -2%	0%	-12%	8%[38.3 µM]	-3%	-10%	-14%
- CCn1cc(C(=O)NCC2CCCO2)c(=O)c2cc(S(=O)(=O)N3CCC(C)CC3)ccc21 (centres undefined)
  -3%	-2%	1%	-2%[38.3 µM]	1%	-23%	-7%
- CCN(CC)S(=O)(=O)c1ccc(NC(=O)c2ccccn2)cc1
  -4%	8%	2%	26%[38.3 µM]	-16%	-15%	7%
- CCN(CCO)Cc1csc2c(Br)cccc12
  -3%	-7%	5%	3%[38.3 µM]	-4%	-6%	-22%
- Cc1cc(=O)[nH]c2c1cnn2Cc1ccccc1
  -8%	-8%	7%	23%[38.3 µM]	4%	5%	23%

Below each compound – LMNA splice mod	HTT aggregate	CBFb-RUNX1 inh	IMPase Li inh	Luc counter	HTT ATP protect	SMN2 splice enh
- O=C(O)Cc1coc(-c2ccc(F)cc2)n1
  12%	8%[9.22 µM]	-1%	20%[38.3 µM]	1%	18%	9%
- C=CCNc1ccc(F)c(F)c1N1CCCCCC1=O
  0%	-7%	22%	2%[38.3 µM]	4%	7%[10 µM]	-6%
- Cc1ccc(/C=C/C(=O)NC(=S)Nc2ccccc2C(=O)NC2CCCCC2)cc1
  5%	1%	0%	15%[38.3 µM]	-4%	-47%[inhibitor]	-11%
- CCCS(=O)(=O)N1CCCC(C(=O)NCCN(CC)CC)C1 (centres undefined)
  16%	10%	4%	-8%[38.3 µM]	-1%	6%	5%

Source: PubChem (National Center for Advancing Translational Sciences (NCATS))
